# N370S GC mod – N370S glucocerebrosidase modulation, Gaucher chaperone candidate | P04062 | N370S GC spleen homogenate, 4MU-glucoside fluorescence | Potency, µM (titrated, usually from 59.4 µM), for inactives: at the top dose activity change, negative = inhibition, usual class: inhibitors | 0.092% of 330,000 active;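 note: 0% = full enzyme activity and -100% = no enzyme basal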
# TDP1 block – blocks human tyrosyl-DNA phosphodiesterase 1; AID 485290; 0.28% of 350,000 active; Potency, µM (highest dose often 130 µM), without a hit: top-dose activity change, negative = inhibition, most hits filed as inhibitors; Q9NUW8; recombinant TDP1, AlphaScreen DNA substrate cleavage; note: nearly all actives have a fitted effect of over 40% in size
# Target sequence (Q9NUW8 whole entry, looked up): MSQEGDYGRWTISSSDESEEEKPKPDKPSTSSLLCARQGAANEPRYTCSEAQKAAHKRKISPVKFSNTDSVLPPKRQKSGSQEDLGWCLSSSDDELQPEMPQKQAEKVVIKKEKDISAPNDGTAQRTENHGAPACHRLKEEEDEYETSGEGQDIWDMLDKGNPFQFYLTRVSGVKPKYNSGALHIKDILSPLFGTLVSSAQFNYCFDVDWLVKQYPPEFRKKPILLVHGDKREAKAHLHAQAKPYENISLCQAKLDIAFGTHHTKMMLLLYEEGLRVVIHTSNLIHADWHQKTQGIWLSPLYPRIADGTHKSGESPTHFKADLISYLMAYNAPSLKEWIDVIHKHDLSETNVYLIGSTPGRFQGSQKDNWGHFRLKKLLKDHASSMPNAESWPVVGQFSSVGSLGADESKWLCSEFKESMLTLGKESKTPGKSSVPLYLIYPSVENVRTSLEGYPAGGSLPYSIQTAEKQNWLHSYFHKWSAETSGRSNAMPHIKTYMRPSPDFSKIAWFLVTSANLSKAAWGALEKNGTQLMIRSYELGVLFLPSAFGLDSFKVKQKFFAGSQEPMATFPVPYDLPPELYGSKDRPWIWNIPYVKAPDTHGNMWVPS
#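 E. coli-derived human Tdp1, 1 nM final. Cpd preinc 15 min RT; substrate 15 nM final, 5 min RT; AS bead mix 10 ug/ml final, 10 min RT. Signal loss = tyrosine-FITC cleavage. No-enzyme wells = max signal.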
# FEN1 inh – human FEN1 inhibition. Recombinant FEN1 flap cleavage, fluorescence, 15 min. AID 588795. 0.35% of 390,000 active. P39748. Potency, µM (highest dose often 114 µM), for inactives: at the top dose activity change, negative = inhibition, actives largely listed as inhibitors; note: nearly all actives have a fitted effect of over 65% in size
# Target sequence (P39748 whole entry, looked up): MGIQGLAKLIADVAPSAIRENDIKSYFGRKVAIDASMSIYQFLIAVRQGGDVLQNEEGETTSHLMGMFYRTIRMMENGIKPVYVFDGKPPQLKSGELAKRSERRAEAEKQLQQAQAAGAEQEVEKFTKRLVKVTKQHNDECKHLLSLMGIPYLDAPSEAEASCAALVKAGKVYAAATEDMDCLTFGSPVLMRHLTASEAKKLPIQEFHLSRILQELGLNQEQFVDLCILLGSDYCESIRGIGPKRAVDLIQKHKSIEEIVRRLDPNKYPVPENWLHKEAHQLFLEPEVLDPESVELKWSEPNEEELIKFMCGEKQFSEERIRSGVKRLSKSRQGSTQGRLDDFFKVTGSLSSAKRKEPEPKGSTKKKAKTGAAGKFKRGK
#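 Concentration–response screening of FEN1 (10 nM): 15 min compound preincubation at room temperature, reaction started with 50 nM substrate and read at 0 and 15 min. Corrected, normalized data were fitted by a four-parameter Hill equation.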
# * = called active by the depositor; ? = inconclusive; . = not tested or not shown; & = joins results of further samples; [ ] = remark or other dose. Calls come from the whole dose curve; as a rule, active = well fitted curve in the direction sought with a large enough effect; inconclusive = small, poorly fitted or top-dose-only effect, or another doubt; inactive = no such curve, though single readings can be large; an effect the other way counts as inactive or inconclusive. Unless noted, % is set by controls: 0 for no effect and ±100 for the full control effect; potency is the fitted concentration of half-maximal effect. Not all compounds are listed. The share of hits here may be higher or lower than overall.
# The line under a structure holds: N370S GC mod, TDP1 block, FEN1 inh
- O=C1CC(c2ccc(O)cc2)Oc2cc(O)cc(O)c21 (stereo unspecified)
→ ?, 9%[56.1 µM], -4%
- CCN1CCN(C(=O)COc2cc(=O)n(CC)c3ccccc23)CC1
→ 24%, -7%, 1%
- N[C@@H](CCP(=O)(O)O)C(=O)O
→ -1%, 16%[56.1 µM], .
- CC1CN=C(Nc2ccc(F)cc2)S1 (stereo unspecified)
→ -8%, 1%, -1%
- CCOC(=O)c1c(-n2c(C)cc(C=C3C(=O)NC(=O)NC3=O)c2C)sc2c1CCCC2
→ 4%, -2%, 3%
- Cc1nc2cc(C(=O)N3CCC4(CC3)OCCO4)ccc2n1-c1cccc(F)c1
→ -5%, -1%, -4%
- COc1ccc(CCNC(=O)c2c(N)n(CCN3CCOCC3)c3nc4ccccc4nc23)cc1OC
→ -6%, 2%, ?
- c1ccc2sc(C3(N4CCCCC4)CCCCC3)cc2c1
→ ?, 10%[56.1 µM], .
- CC/C(=N\N1CCCCC1)c1c(O)[nH]c(=O)[nH]c1=O
→ 3%, 0%, -10%
- [N-]=[N+]=CC(=O)OCC(N)C(=O)O (stereo unspecified)
→ -7%, 7%, .
- CCCOc1ccc(C(C)=O)cc1Cc1c(O)[nH]c(=S)[nH]c1=O
→ 0%, 3%, 56%[activator]
- COC(=O)CC1NC2CCCCC2NC1=O (stereo unspecified)
→ 0%, -1%, 3%
- CCCc1cc(=O)oc2cc(OCC(=O)N3CCN(Cc4ccc5c(c4)OCO5)CC3)ccc12
→ -2%, 8%, 3%
- Cc1ccc(-n2c(/C=C/c3ccc(Br)s3)nc3ccccc3c2=O)cc1
→ ., 10%, -7%
- COc1ccc(C2=NCC(=O)N(CC(=O)NCc3ccco3)c3sc4c(c32)CCCC4)cc1OC
→ -2%, 6%, -7%

# Ordered by length of the SMILES (smallest number first): part of the list above
# The line under a structure holds: N370S GC mod, TDP1 block, FEN1 inh
- COC(=O)CC1NC2CCCCC2NC1=O (stereo unspecified)
→ 0%, -1%, 3%
- [N-]=[N+]=CC(=O)OCC(N)C(=O)O (stereo unspecified)
→ -7%, 7%, .
- c1ccc2sc(C3(N4CCCCC4)CCCCC3)cc2c1
→ ?, 10%[56.1 µM], .
- O=C1CC(c2ccc(O)cc2)Oc2cc(O)cc(O)c21 (stereo unspecified)
→ ?, 9%[56.1 µM], -4%
- CCN1CCN(C(=O)COc2cc(=O)n(CC)c3ccccc23)CC1
→ 24%, -7%, 1%
- Cc1nc2cc(C(=O)N3CCC4(CC3)OCCO4)ccc2n1-c1cccc(F)c1
→ -5%, -1%, -4%
- COc1ccc(C2=NCC(=O)N(CC(=O)NCc3ccco3)c3sc4c(c32)CCCC4)cc1OC
→ -2%, 6%, -7%

# Reformatted with bars between the fields: entries from further up
SMILES | N370S GC mod | TDP1 block | FEN1 inh
CC/C(=N\N1CCCCC1)c1c(O)[nH]c(=O)[nH]c1=O | 3% | 0% | -10%
[N-]=[N+]=CC(=O)OCC(N)C(=O)O (stereo unspecified) | -7% | 7% | .

# More records:
# The line under a structure holds: N370S GC mod, TDP1 block, FEN1 inh
- CCC(=NCCc1ccccc1)c1c(O)n(C2CCCCC2)c(=O)[nH]c1=O
→ ?, -2%, -20%
- Cc1nccc2c1[nH]c1ccc(Br)cc12
→ -17%, ., ?
- CCN1CC2(COC(=O)c3ccccc3N)CCC(OC)C34C5CC6C(OC)CC(O)(C5C6OC)C(O)(C(OC)C23)C14 (stereo unspecified)
→ 8%, 4%, -7%
- COC(=O)C1=C(c2ccccc2OCc2ccccc2)C[C@@H]2CC[C@H]1N2C(=O)NCc1ccc(Cl)cc1
→ ., 1%, 1%
- CC12C=CC(=O)C=C1CCC1C2=CCC2(C)C1CC[C@@H]2C(=O)CN1CCN(c2cc(N3CCCC3)nc(N3CCCC3)n2)CC1 (stereo partly specified)
→ -5%&-10%, 15%&13%, .
- CC(C)c1oc(=O)cc2c1[C@@H](O)[C@H]1OC(=O)[C@@]3(C)C[C@@H](O)[C@@H](O)[C@@]2(C)C13 (stereo partly specified)
→ 16%, 5%, -2%
- Cc1cccc(NC(=O)[C@@H](NC(=O)N2C[C@H]3C[C@@H](C2)c2cccc(=O)n2C3)C(C)C)c1
→ 2%, ., -5%
- O=C1NC(=O)C(=Cc2csc3ccccc23)C(=O)N1
→ 1%, ., ?
- CN1C(=O)C(Cc2cccs2)C(=O)N(C)C1=O
→ -1%, -6%, 9%
- C=CCn1c(O)c(C(CC)=NCc2cc(OC)cc(OC)c2)c(=O)[nH]c1=O
→ ?, 6%, -11%
- CC(=O)O[C@H]1CC[C@]2(C=O)C3CC[C@]4(C)[C@@H](C5=CC(=O)OC5)CC[C@]4(O)C3CC[C@]2(O)C1 (stereo partly specified)
→ -1%, 10%, 0%
- O=C(Nc1ccc(OC(=O)N2CCCC2)cc1)N1CCOCC1
→ 1%, 5%, 6%
- Cc1ccc(Cl)cc1N1CCN(C(=O)c2cn(C)c(=O)c3c2c2ccccc2n3C)CC1
→ 4%, 2%, ?
- C=CCn1c(O)c(C(C)=NCCN2CCN(C(=S)NC)CC2)c(=O)[nH]c1=O
→ -1%, ., 7%
- CN1CCN(Cc2cn(C)c3ccccc23)CC1CCO (stereo unspecified)
→ -6%, ., 13%
- O=[N+]([O-])c1cccc(CN2CCN(Cc3ccc(Cl)cc3)CC2)c1
→ -5%, -3%, 8%
- CC(C)(C)c1nc(N2CCN(C(=O)c3ccco3)CC2)c2nnn(Cc3ccccc3Cl)c2n1
→ 1%, 6%, 5%
- CC(O)CNc1ccc([N+](=O)[O-])c2cccnc12 (stereo unspecified)
→ -16%, 4%, 0%
- COc1cc(C2c3cc4c(cc3C(O)C3COC(=O)C23)OCO4)cc(OC)c1O (stereo unspecified)
→ -14%, -7%[56.1 µM], .
- COC(=O)CC1=C(C(=O)OC)C2(C(=O)Nc3c(C)cccc32)C(C#N)=C(N)O1 (stereo unspecified)
→ 0%, 3%, -4%
- Oc1c(Br)cc(Br)cc1CN1CCN(Cc2ccccc2)CC1
→ -5%, 2%, -5%
- O=C(c1ccc(Cl)cc1)C1CCCN(Cc2ccon2)C1 (stereo unspecified)
→ -3%, 0%, -3%
- NC(=O)[C@@H]1CCCN1C(=O)[C@H](Cc1ccccc1)NC(=O)[C@@H]1CCCN1C(=O)[C@@H](N)Cc1ccc(O)cc1
→ 5%, 6%, .
- Cc1nn(Cc2ccccc2)c(C)c1C(=O)OCC(=O)NCc1ccco1
→ 1%, 4%, -2%
- O=C(O)c1ccc(Cl)nc1
→ 2%, 0%, -5%
- Cc1cc2c(s1)NC(=O)CN=C2c1cccs1
→ 8%, 4%, 1%
- O=C=NC1CCCCC1
→ -8%&0%, 8%&15%, .
- O=C1NC(=O)C(CCc2ccncc2)(CCc2ccncc2)C(=O)N1C1CCCCC1
→ -14%, 3%, 1%
- Ic1ccccc1CN[C@@H]1C2CCN(CC2)[C@@H]1C(c1ccccc1)c1ccccc1
→ -29%, ., ?
- CCN(CC)S(=O)(=O)c1ccc(C(=O)NC2CN3CCC2CC3)cc1 (stereo unspecified)
→ -5%, ., 17%

# Taken from above.
# N370S GC mod with `Ic1ccccc1CN[C@@H]1C2CCN(CC2)[C@@H]1C(c1ccccc1)c1ccccc1` : -29%
# FEN1 inh with `O=C(c1ccc(Cl)cc1)C1CCCN(Cc2ccon2)C1` (stereo unspecified) : -3%
# N370S GC mod with `COC(=O)CC1=C(C(=O)OC)C2(C(=O)Nc3c(C)cccc32)C(C#N)=C(N)O1` (stereo unspecified) : 0%

# Next part.
# The line under a structure holds: N370S GC mod, TDP1 block, FEN1 inh
- CN1CC(C(=O)c2cccs2)C(c2ccc(Cl)cc2)C1 (stereo unspecified)
→ -19%, ., 11%
- N=c1c[n+](CC23CC4CC(CC(C4)C2)C3)[n-]o1
→ 2%, 3%, 1%
- Cc1ccc(CCNC(=O)c2cc3cc(S(=O)(=O)N4CCCCC4)ccc3n2C)cc1
→ ., 3%, ?
- CCOC(=O)C1(CCCc2ccccc2)CCN(C2CCCC2)CC1
→ 9%, -4%, -8%
- CCOc1nc(NC(C)C)nc(N2CC3CC(C2)c2cccc(=O)n2C3)n1 (stereo unspecified)
→ 9%, 5%, ?
- CC(CN)CC(=O)O (stereo unspecified)
→ 4%, 4%, .
- C=Cn1c(P(=S)(N2CCOCC2)N2CCOCC2)cc2c1CCCC2
→ -4%, -4%, -11%
- CC(C)c1ccc(NC(=O)N2C[C@H]3C[C@@H](C2)c2cccc(=O)n2C3)cc1
→ 0%, ., 15%
- Cc1ccc(-c2nc3ccccc3c(=O)n2-c2cccc(C)n2)cc1
→ 6%, -6%, 7%
- c1ccc(CNCCc2ccc3c(c2)OCO3)nc1
→ 1%, 7%, -3%
- CCOC(=O)C1CCN(/C=C2/C(=O)NC(=S)N(c3ccccc3F)C2=O)CC1
→ 2%, -4%, -8%
- Nc1ncnc2c1ncn2[C@@H]1O[C@H](COP(=O)(O)OP(=O)(O)OP(=O)(O)O)[C@H]2OC3(O[C@H]21)C([N+](=O)[O-])=CC(=[N+]([O-])[O-])C=C3[N+](=O)[O-] (stereo partly specified)
→ 10%, -6%, .
- CN1CCN(C(=O)O[C@H]2c3nccnc3C(=O)N2c2ccc(Cl)cn2)CC1
→ -5%&-2%, 5%, 1%
- COc1cc(C2c3cc4c(cc3C(OC(C)=O)[C@H]3COC(=O)C23)OCO4)cc(OC)c1OC (stereo partly specified)
→ 14%&6%, 7%&-5%[56.1 µM], .
- Cc1cc(NC(=O)CCl)nn1C
→ -1%, 4%, 0%
- C[C@]12CC[C@@H](O)CC1=CCC1C2CC[C@]2(C)C(=O)[C@H](F)CC12 (stereo partly specified)
→ ., 1%, 3%
- Cc1ccc(CN2CCN(C)CC2)c(C)c1
→ 5%, -2%, 9%
- CN(C)N=O
→ 22%, -2%&8%, -2%
- c1ccc2c(c1)[nH]c1cnccc12
→ -6%&5%, 3%, -5%
- CC(N)Cc1c[nH]c2cc3c(cc12)OCCO3 (stereo unspecified)
→ 11%, 6%, 0%
- CC(=O)O[C@@H]1[C@@H](O)C2OC3C=C(C)C(=O)[C@@H](O)[C@]3(CO)C1(C)C21CO1 (stereo partly specified)
→ -6%, 4%, .
- Oc1cc(Cl)ccc1Oc1ccc(Cl)cc1Cl
→ -4%, 2%, -7%
- O=C(CN1CCN(CCO)CC1)Nc1ccc(Cl)cc1C(=O)c1ccccc1
→ -21%, 2%[56.1 µM], -8%
- COC(=O)C1=C(c2ccc(F)cc2OCc2ccccc2)C[C@@H]2CC[C@H]1N2C(=O)NCCN1CCOCC1
→ ., 1%, 19%
- COc1ccc(CN2C(=O)NC(=O)/C(=C/c3cc(OC)c(OC)c(OC)c3)C2=O)cc1
→ -4%, ., -16%
- O=C(Cc1ccc(Cl)cc1)NCCN1CCN(C(=O)Cc2ccc(Cl)cc2)CC1
→ -7%, 1%, 13%
- CN(C)C(=O)Oc1ccc2c(c1)O/C(=C\c1cccc(Cl)c1)C2=O
→ -3%, ., -16%
- CCCn1c(C)cc(C=O)c1C
→ -2%, 4%, 6%
- C#CCN1C(=O)C2(C(C#N)=C(N)OC(C)=C2C(=O)OCc2ccccc2)c2ccccc21 (stereo unspecified)
→ -7%, 3%, -16%
- O=C(CCN1C(=O)COc2ccccc21)N1CCC2(CC1)OCCO2
→ 2%, -2%, 3%
- CC1(C)COC(Nc2ccc(Cl)cc2)=N1
→ -20%, 5%, -1%
- CCOc1ccc(-n2c(O)c(C=NCCN3CCNCC3)c(=O)[nH]c2=O)cc1
→ 0%, 0%, 28%
- O=C(c1cc(-c2ccccc2)on1)N1CCC2(CC1)OCCO2
→ 0%, 5%, .

# 5 records picked at random from those above:
# The line under a structure holds: N370S GC mod, TDP1 block, FEN1 inh
- CN1CCN(C(=O)O[C@H]2c3nccnc3C(=O)N2c2ccc(Cl)cn2)CC1
→ -5%&-2%, 5%, 1%
- c1ccc2sc(C3(N4CCCCC4)CCCCC3)cc2c1
→ ?, 10%[56.1 µM], .
- C=CCn1c(O)c(C(C)=NCCN2CCN(C(=S)NC)CC2)c(=O)[nH]c1=O
→ -1%, ., 7%
- O=C(O)c1ccc(Cl)nc1
→ 2%, 0%, -5%
- CC(N)Cc1c[nH]c2cc3c(cc12)OCCO3 (stereo unspecified)
→ 11%, 6%, 0%

# Bioassay records from PubChem.
